Screening results deposited in PubChem by Fisher Drug Discovery Resource Center.
mcGAS MS inh: inhibitors of mouse cGAS; Q8C6L5; recombinant mouse cGAS, cGAMP by RapidFire MS; inhibition, % at 12.5 µM; actives 0.18% (n = 130,000); AID 1259397;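 active = inhibition of cGAS enzyme activity at or above 60%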;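 note: enzyme stimulated by 45 bp dsDNA with ATP and GTP substrates; cGAMP share of summed cGAMP plus half ATP and half GTP signals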
Target sequence (Q8C6L5 whole entry, looked up): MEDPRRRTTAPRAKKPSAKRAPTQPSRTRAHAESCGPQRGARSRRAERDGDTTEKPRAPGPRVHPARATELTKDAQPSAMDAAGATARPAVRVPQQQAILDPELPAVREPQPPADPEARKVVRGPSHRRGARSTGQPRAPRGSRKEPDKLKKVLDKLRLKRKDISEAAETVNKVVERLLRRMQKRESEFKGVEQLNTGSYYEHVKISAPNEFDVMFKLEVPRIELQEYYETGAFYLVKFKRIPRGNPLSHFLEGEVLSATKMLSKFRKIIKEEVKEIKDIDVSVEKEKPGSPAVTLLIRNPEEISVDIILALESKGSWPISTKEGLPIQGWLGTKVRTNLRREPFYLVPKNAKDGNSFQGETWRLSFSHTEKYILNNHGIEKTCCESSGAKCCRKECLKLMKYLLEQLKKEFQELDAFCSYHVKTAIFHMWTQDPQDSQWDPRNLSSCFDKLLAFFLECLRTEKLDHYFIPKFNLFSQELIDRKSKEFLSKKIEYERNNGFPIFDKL
Numbers without * were called inactive; & = joins results of further samples. These rows are one share of the data; rates above refer to the full screens.

SMILES | mcGAS MS inh
CN(C(=O)C1CCCc2[nH]ncc21)C(c1ccc(F)cc1)C1CC1 (stereo not drawn) | -9
O=S(=O)(c1ccc(F)cc1)N1CCCN(Cc2cc3c(cc2O)OCO3)CC1 | 11
COCCCNc1nc2nonc2nc1N1CCC(N2CCSCC2)CC1 | -6&8
Cc1cc(-n2c(C)cc(C(=O)Cn3cnc4sc5c(c4c3=O)CCCC5)c2C)no1 | -6
CCOc1ccc(N=C2NC(=O)C(CC(=O)c3ccccc3)S2)cc1 (stereo not drawn) | -5
Cc1ccc(S(=O)(=O)N2CCCC(c3nc4ccccc4c(=O)[nH]3)C2)s1 (stereo not drawn) | -6
COc1cc(OC)cc(-c2n[nH]c(=S)n2-c2ccccc2C)c1 | -1
CN1CCc2c(sc3c2C(=O)NC(c2ccc(-c4ccccc4[N+](=O)[O-])o2)N3)C1 (stereo not drawn) | -3
O=C(Cn1[nH]c(=O)ccc1=O)N1CCN(S(=O)(=O)c2ccc3c(c2)CCCC3)CC1 | 9
CCCCc1ccc(N2CCCn3c2nc2c3c(=O)n(CCOC)c(=O)n2C)cc1 | 2
CCC(CO)N(Cc1ccc(Cl)cc1Cl)C(=O)Nc1cccc(C#N)c1 (stereo not drawn) | -2
O=C(O)c1cc2c(c(-c3cc(=O)c4cc(Cl)ccc4o3)c1)OCOC2 | 14
C/C(=C\C(=O)Nc1ccc(Br)cc1Br)C(=O)O | 0
OCCOCCn1cnc(-c2ccccc2)c1-c1ccc(O)c(Cl)c1 | -2
Cc1ccc(/C=C/S(=O)(=O)NCCCn2nc(-c3ccc(C)cc3)ccc2=O)cc1 | 9
S=C(N=P(c1ccccc1)(N1CCOCC1)N1CCOCC1)Nc1ccc(Cl)cc1 | 1
Oc1ccccc1C1N=C(c2ccccc2)NC(c2ccccc2)=N1 | -10
O=C(NCC1CCCN(Cc2ccccn2)C1)c1cccs1 (stereo not drawn) | -8&-2
N#Cc1c(NC(=O)CSc2nc3ccccc3s2)sc2c1CCCC2 | -4
O=C(NCCCN1CCc2ccccc21)C1(S(=O)(=O)c2ccccc2)CCCC1 | -2
CCCn1nc(C(=O)O)c2c1CCC(N1Cc3nc(C)n(C)c(=O)c3C1)C2 (stereo not drawn) | -12
Cc1ccc(SC2CCN(C(=O)CC3COCCN3)CC2)cc1 (stereo not drawn) | -30
Fc1ccc(-c2cnc(CN3CCN(c4ccccc4)CC3)o2)cc1 | -11
O=S(=O)(NCc1ccccc1)NCc1cnn2ccccc12 | -3
CN(C)c1ccc(C(CNC(=O)C(=O)Nc2ccc3c(c2)OCO3)N2CCc3ccccc3C2)cc1 (stereo not drawn) | -9
Additional structures.
SMILES | mcGAS MS inh
CC(Sc1nnc(SCC(N)=O)s1)C(=O)Nc1ccc(F)cc1 (stereo not drawn) | -9
CCC(CC)n1nc(C)cc1NC(=O)Cn1nc(C)c2ccccc2c1=O | 4
CCCCC(=O)Nc1cc([N+](=O)[O-])ccc1OC | -1
COCCCn1cc(C(=O)N2CCNCC2)c2nn(-c3ccccc3)c(=O)c-2c1 | -5
CN1CCCC2(CC1)CCN(C(=O)CCc1ccccc1O)CC2 | -16
Cc1ccc(N=Cc2nc(-c3ccc(Br)cc3)oc2O)cc1Cl | 14
Cc1noc(C)c1C(=O)Nc1ccc(OC(F)F)cc1 | -3
CNc1nc(C(=O)N2CCC3(CC2)C(=O)N(C)c2ccccc23)cs1 | -22
Cc1cc(S(=O)(=O)N2CCCC2C(N)=O)ccc1Br (stereo not drawn) | -4
CC(C)C(=O)N1CCC(Nc2ccc(C#N)cc2C(F)(F)F)CC1 | -7
COc1ncccc1C(=O)N(CC1CCN(C2Cc3ccccc3C2)CC1)CC1CCCO1 (stereo not drawn) | 0
Cc1nn(-c2ccccc2)c2c1C(c1ccc3ccccc3c1)CC(=O)N2 (stereo not drawn) | 1
CCN1CC(c2nc3ccccc3n2Cc2ccc(C)cc2)CC1=O (stereo not drawn) | -9
CC(C)c1nnc(NC(=O)COc2ccccc2)s1 | -11
CNCC(=O)NCCCc1nc2c(C)c(C)ccc2[nH]1 | 8
COc1cc(C(=O)Nc2ccc3c(c2)CCCN3C(=O)c2ccco2)c([N+](=O)[O-])cc1OC | -4
Cc1ccccc1S(=O)(=O)NC(=O)C1(C)CCN1C(=O)C/C=C/c1ccccc1 (stereo not drawn) | -12
CC1CC(C(F)F)n2nc(C(=O)Nc3ccc(Br)cc3F)nc2N1 (stereo not drawn) | -22
COc1ccccc1N(CC(F)(F)F)C(=O)COc1ccccc1C(N)=O | -4
Cc1[nH][nH]c(=O)c1CC(=O)NCCn1c(C)cc2ccccc21 | -16
CC(C)(CNC(=O)c1cc(Cl)c(Cl)[nH]1)S(C)(=O)=O | -1
COCCn1c(C)cc(C=C2SC(=S)N(Cc3ccco3)C2=O)c1C | 56
Cc1ccc(S(=O)(=O)N2CCN(c3ccc(Cl)c(Cl)c3)CC2)cc1 | -1
O=c1c(O[C@@H]2O[C@H](CO)[C@@H](O)[C@H](O)[C@H]2O)c(-c2ccc(O)c(O)c2)oc2cc(O)cc(O)c12 | 11
CC(=O)c1ccc(C(=O)N2CCOC(CCCc3ccccc3)C2)cc1 (stereo not drawn) | -3

Reformatted: 4 of the compounds above
| SMILES | mcGAS MS inh |
| --- | --- |
| CC(C)C(=O)N1CCC(Nc2ccc(C#N)cc2C(F)(F)F)CC1 | -7 |
| COc1ncccc1C(=O)N(CC1CCN(C2Cc3ccccc3C2)CC1)CC1CCCO1 (stereo not drawn) | 0 |
| Cc1nn(-c2ccccc2)c2c1C(c1ccc3ccccc3c1)CC(=O)N2 (stereo not drawn) | 1 |
| CCN1CC(c2nc3ccccc3n2Cc2ccc(C)cc2)CC1=O (stereo not drawn) | -9 |

The listing picks up, starting four compounds before the break.
SMILES | mcGAS MS inh
COCCn1c(C)cc(C=C2SC(=S)N(Cc3ccco3)C2=O)c1C | 56
Cc1ccc(S(=O)(=O)N2CCN(c3ccc(Cl)c(Cl)c3)CC2)cc1 | -1
O=c1c(O[C@@H]2O[C@H](CO)[C@@H](O)[C@H](O)[C@H]2O)c(-c2ccc(O)c(O)c2)oc2cc(O)cc(O)c12 | 11
CC(=O)c1ccc(C(=O)N2CCOC(CCCc3ccccc3)C2)cc1 (stereo not drawn) | -3
Cc1nc(-c2ccsc2)sc1C(=O)NC(C)c1cccc(Cl)c1 (stereo not drawn) | -2
Cc1[nH]c(-c2ccccc2)nc1C(=O)N1CCNC(C(=O)O)C1 (stereo not drawn) | 1
O=C(COc1ccc(Cl)c2ccccc12)Nc1ncccc1O | 95*
O=C(CN(Cc1ccccc1)S(=O)(=O)c1ccc(Cl)cc1)N1CCNC1=O | -9
N#Cc1ccsc1N1CCC(Br)C1=O (stereo not drawn) | -12
Cc1ccc(N2C(=O)CSC23C(=O)N(CC(=O)NCCc2ccccc2)c2ccccc23)cc1C (stereo not drawn) | -4
CCN(CC)C(=O)N1CCN(C)CC1 | -1&3
COc1ccc(N2C(=O)CN(CCCc3ccccc3)C3CS(=O)(=O)CC32)cc1 (stereo not drawn) | -9
Cc1ccc(-c2cc(C(=O)O)n3nc(-c4ccccc4)cc3n2)cc1 | 4
COc1ccc(/C=N\n2cnnc2)cc1COc1c(Cl)cc(Cl)cc1Cl | -5
CCOC(=O)c1csc(N)n1 | -4
O=C(NC(c1ccccc1)c1ccccc1)[C@@H]1CCCN1 | -7
Cc1ccc(CNc2cccc(C(=O)N3CC=CC3C(C)C)c2)s1 (stereo not drawn) | -18
Cc1ccc(N(Cc2ccccc2Br)C2C=CS(=O)(=O)C2)cc1C (stereo not drawn) | 4
O=C1NCC2(CCCN(C(=O)Cc3cccnc3)CC2)O1 (stereo not drawn) | -35
CCOC(=O)c1ccc(N=c2oc3ccc(Cl)cc3cc2C(N)=O)cc1 | -7
Cc1cc(C)cc(OCCN2CCN(S(C)(=O)=O)CC2)c1 | 2
CC1CCN(c2nc3c(c(=O)n(C)c(=O)n3C)n2CCSc2nc3ccccc3o2)CC1 | -5
CCOCCCN1CCC(NC(=O)NCc2ccccc2)C(C)C1 (stereo not drawn) | -8
Cc1cccnc1NC(=O)c1ccc(=O)n(Cc2ccc(Cl)cc2)c1 | -5
Cc1cc(=O)oc2cc(CN(C)C(C)c3ccccn3)ccc12 (stereo not drawn) | -22
CC(=NNC(=O)c1cc(-c2ccncc2)nc2ccccc12)c1cc(Cl)cc(Cl)c1O | -9
COc1ccc(OCc2noc(CN3CCOCC3C)n2)cc1 (stereo not drawn) | -3
Cc1cccc(S(=O)(=O)NC(=O)C2(C)CCN2C(=O)Cc2ccc(Cl)cc2Cl)c1 (stereo not drawn) | -6
c1cn(CC2CCCN(Cc3ccc(-c4ccn[nH]4)o3)C2)cn1 (stereo not drawn) | 8

Look-ups from the list:
Under mcGAS MS inh, Cc1ccc(N2C(=O)CSC23C(=O)N(CC(=O)NCCc2ccccc2)c2ccccc23)cc1C (stereo not drawn) is entered as -4
Under mcGAS MS inh, COc1ccc(OCc2noc(CN3CCOCC3C)n2)cc1 (stereo not drawn) is entered as -3
Under mcGAS MS inh, Cc1cc(C)cc(OCCN2CCN(S(C)(=O)=O)CC2)c1 is entered as 2

(next part)
SMILES | mcGAS MS inh
N#Cc1ccc(OCCNc2ccccc2C(N)=O)cc1 | -3
Cc1cc(C(=O)NCCC(=O)N2CCN(c3ccccc3)CC2)c(C)o1 | -26
N#Cc1ccc(/C=C/C(=O)Nc2ccc3c(c2)OCO3)cc1 | -10
O=C(CCNC(=O)c1sccc1-c1ccccc1)NC1CCS(=O)(=O)C1 (stereo not drawn) | -28
COc1ccc(N2C(=O)CN(CCc3cccc(OC)c3)C3CS(=O)(=O)CC32)cc1 (stereo not drawn) | -9
O=S(=O)(Nc1ccc(-c2ccn[nH]2)cc1)c1ccc2c(c1)COC2 | -16
C=CCn1cc(CN2CCN(c3ncccc3C)CC2)c(C)n1 | -21
C=CCNCC(=O)N(Cc1ccc(F)cc1)Cc1ccco1 | -7
O=C(c1ccccc1-c1ccccc1)N1C[C@@H]2[C@H](C1)[C@H]1CC[C@@H]2O1 | 10
CCC(=O)c1ccc(OCC(=O)N2CCCC(C(=O)c3ccccn3)C2)cc1 (stereo not drawn) | -14
COc1cc(C2c3cccn3CCN2C(=O)NC(C)(C)C)cc(OC)c1OC (stereo not drawn) | -4
COc1ccccc1N1CCN(CCn2c(=O)[nH]c3c([nH]c4ccccc43)c2=O)CC1 | -11
O=C(C1CCCN(C2CCN(c3nc(CO)cs3)CC2)C1)N1CCOCC1 (stereo not drawn) | -14
CC1C(c2ccccc2)CCN1CC(=O)N1CCOC2CCCCC21 (stereo not drawn) | -11
O=C(CNC(=O)c1ccc(Br)o1)NCC(F)(F)F | -3
COCCCNC(=O)c1ccccc1Nc1cccc(C(F)(F)F)c1 | -1
Cc1cccc[n+]1CC(=O)C12CC3CC(CC(C3)C1)C2 | -7
CCn1c(SCC(=O)c2c(N)n(C)c(=O)n(C)c2=O)nc2sc(C)c(C)c2c1=O | -28
COc1cn(C)c(C(=O)Nc2ccc(C)c(F)c2)cc1=O | -4
COCC(C)c1nc(-c2ccc(CNC(C)=O)s2)c(C)s1 (stereo not drawn) | 1
CC1CCC(N(C)C(=O)C2=NN(C)C(=O)CC2)CC1 (stereo not drawn) | 4
O=C(CN1CCC(Cc2ccccc2)CC1)N1N=C(c2cccs2)CC1c1ccco1 (stereo not drawn) | 0
Cc1cc(C)c(C)c(S(=O)(=O)Nc2ccc(F)cc2)c1C | -9
CC1=C(C(=O)N(C)Cc2ccc3c(c2)OCO3)C(c2cccnc2)NC(=O)N1 (stereo not drawn) | -23
O=C(NCC1(c2cccs2)CCOCC1)C(=O)Nc1cc2c3c(c1)CC(=O)N3CCC2 | -8

Rewritten as labelled records: entries from further up.
COCCCNC(=O)c1ccccc1Nc1cccc(C(F)(F)F)c1
  mcGAS MS inh = -1
Cc1cccc[n+]1CC(=O)C12CC3CC(CC(C3)C1)C2
  mcGAS MS inh = -7
CCn1c(SCC(=O)c2c(N)n(C)c(=O)n(C)c2=O)nc2sc(C)c(C)c2c1=O
  mcGAS MS inh = -28

Going on with the list.
SMILES | mcGAS MS inh
CC(=NNc1nc2ccccc2[nH]1)c1ccccn1 | -8
CC(=O)Nc1ccc(C2=NOC(C)C(=O)N2Cc2ccc(F)cc2)cc1 (stereo not drawn) | -4
Cc1cc(C)cc(NS(=O)(=O)c2cnc[nH]2)c1 | -8
COc1ccc(Cn2cc3cnc(C(=O)N(C)CC(C)C)cc3c2)cc1 | -3
CS(=O)(=O)CCC1NC(=O)N(CCOc2ccc(F)cc2)C1=O (stereo not drawn) | 0
CC(C)(C)Nc1nc(NC(C)(C)C)n2c(=O)[nH]nc2n1 | -5
Cc1cc(C(=O)NCC(O)COc2ccc(F)cc2)c2[nH]ncc2c1 (stereo not drawn) | -2
COC(=O)C(C)Sc1nc(CC(C)(C)C)nc2c1c(=O)n(C)c(=O)n2CC(C)C (stereo not drawn) | 1
CCCCCCCC/C=C\CCCCCCCC(=O)N[C@@H](CO)Cc1ccc(O)cc1 | -6
O=C1CC(NCc2ccncc2)C(=O)N1c1ccc(Br)cc1 (stereo not drawn) | -5
O=c1c(Cl)c(Oc2ccccc2)cnn1Cc1ccccc1 | -20
CC1C2CC(CC2c2ccccc2O)C1(C)C (stereo not drawn) | 1
Cc1ccccc1N1CCN(C2CCCN(Cc3ccccc3OCCO)C2)CC1 (stereo not drawn) | -14
O=C(c1ccccc1Br)N1CCN(C(=O)c2ccccc2Br)CC1 | -4
COCCn1c(CN2CCN(c3ccccc3)CC2)nc2c1c(=O)n(C)c(=O)n2C | -1
CCCc1n[nH]c(=O)n1-c1ccccc1Cl | -1
COc1c(F)cccc1C(=O)N1CCC(O)(CN(C)C)C1 (stereo not drawn) | -20
CN(C)S(=O)(=O)c1cccc(CS(=O)(=O)CCC(=O)NC2CC2)c1 | -6
CC1(C)CCc2sc(CN)cc2C1 | -13
Nc1ncnc2c1c1nc3ccccc3nc1n2CCc1ccccc1 | 0
O=C(CCN1CCc2ccccc2C1)NCc1ccccc1Cl | -6
Cc1ccc(C2(c3noc(COc4cccc(O)c4)n3)CCCC2)cc1 | -27
NCc1cc2cc(I)ccc2s1 | -6
COc1ccc(C(CC(=O)N(C)C)c2ccccc2)cc1 (stereo not drawn) | -9
CC(=O)NC(C(=O)NC1(C(=O)O)CCCCC1)C(C)C (stereo not drawn) | -26
O=C(O)c1cc2c(s1)-c1cc(F)ccc1SC2 | 38
c1ccc(-c2cn(C3CCN(c4cc(-n5cccn5)ncn4)CC3)nn2)nc1 | -14
